From PubChem
KCNK9 block = KCNK9 potassium channel inhibitors, primary screen, HEK293 cells, thallium flux | B-score at 10 µM | Potassium channel subfamily K member 9 (Homo sapiens), Q9NPC2 | FluxOR thallium flux fluorescence; stronger effect = lower value | 1.2% of 310,000 active;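 active = ratio B-score over 3 SD below the library mean, with starting fluorescence within 5 SD of its mean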;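 note: negative B-score means less thallium flux so channel inhibition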
HDAC3 inhib = HDAC3 deacetylase inhibitors, primary screen, biochemical, fluorescence, cell-free homogeneous; inhibition, % at 8.3 µM; 0.15% of 320,000 active; AID 2718, 2010; recombinant HDAC3, fluorogenic peptide/trypsin coupled; Histone deacetylase 3 (Homo sapiens), O15379; in the data active = inhibition above about 26%, passing the limit was not always enough; inconclusive = no clear call, values can overlap the other calls
RGS4 pot = RGS4 potentiators or activators, primary screen, cell-based, HEK293 M3R inducible RGS4, calcium flux. 0.92% of 310,000 active. B-score at 10 µM. carbachol calcium flux Fluo4; stronger effect = lower value;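 active = B-score of the integrated calcium signal more than 4 SD below the library mean, with starting fluorescence not abnormally high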;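 note: negative B-score means reduced calcium response which marks RGS4 activation or potentiation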
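test system = HEK293 cells with stable M3R and inducible RGS4 | schedule = recording 10 s baseline at 1 Hz, 100 s post-agonist | technique = Fluo4-AM (2 µM) calcium-flux fluorescence, kinetic read | measure = Agonist-evoked peak-minus-minimum fluorescence over baseline, integrated ratio, B score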
KCNQ1 act = potentiators or activators of KCNQ1 channel, primary screen, cell-based, thallium flux, high-throughput; Potassium voltage-gated channel subfamily KQT member 1 (Homo sapiens), P51787; CHO-K1 KCNQ1, thallium flux FluxOR fluorescence; stronger effect = higher value; B-score at 10 µM; 0.35% of 310,000 active;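 active = fluorescence ratio B-score, a plate-corrected score, at least three library SD, with initial intensity B-score within 5 SD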
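System: CHO-K1 cells stably expressing KCNQ1 / Medium: assay buffer for compound exposure, DMSO matched across wells / Reagent: thallium- and potassium-containing depolarizing buffer / Compound: one concentration, matched DMSO / Incubation: 20 min compound pretreatment at room temperature / Measured by: kinetic FluxOR fluorescence, 10 s baseline plus 110 s post-stimulus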
hERG rescue = hERG rescue from dofetilide block, primary screen, cell-based, CHO-hERG, FluxOR thallium flux, dofetilide IC70; dofetilide IC70 present; Voltage-gated inwardly rectifying potassium channel KCNH2 (Homo sapiens), Q12809; 0.51% of 310,000 active; AID 1511, 2009; activation (rescue from dofetilide block), less the hit threshold, % at 10 µM;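 active = activation above the mean of controls blocked by dofetilide plus 5 SD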;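 note: thallium influx through hERG after potassium depolarization seen as dye fluorescence rise; in these data hits start at about 4.7%; inactives centre near -7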
Target sequence (Q12809 whole entry, looked up): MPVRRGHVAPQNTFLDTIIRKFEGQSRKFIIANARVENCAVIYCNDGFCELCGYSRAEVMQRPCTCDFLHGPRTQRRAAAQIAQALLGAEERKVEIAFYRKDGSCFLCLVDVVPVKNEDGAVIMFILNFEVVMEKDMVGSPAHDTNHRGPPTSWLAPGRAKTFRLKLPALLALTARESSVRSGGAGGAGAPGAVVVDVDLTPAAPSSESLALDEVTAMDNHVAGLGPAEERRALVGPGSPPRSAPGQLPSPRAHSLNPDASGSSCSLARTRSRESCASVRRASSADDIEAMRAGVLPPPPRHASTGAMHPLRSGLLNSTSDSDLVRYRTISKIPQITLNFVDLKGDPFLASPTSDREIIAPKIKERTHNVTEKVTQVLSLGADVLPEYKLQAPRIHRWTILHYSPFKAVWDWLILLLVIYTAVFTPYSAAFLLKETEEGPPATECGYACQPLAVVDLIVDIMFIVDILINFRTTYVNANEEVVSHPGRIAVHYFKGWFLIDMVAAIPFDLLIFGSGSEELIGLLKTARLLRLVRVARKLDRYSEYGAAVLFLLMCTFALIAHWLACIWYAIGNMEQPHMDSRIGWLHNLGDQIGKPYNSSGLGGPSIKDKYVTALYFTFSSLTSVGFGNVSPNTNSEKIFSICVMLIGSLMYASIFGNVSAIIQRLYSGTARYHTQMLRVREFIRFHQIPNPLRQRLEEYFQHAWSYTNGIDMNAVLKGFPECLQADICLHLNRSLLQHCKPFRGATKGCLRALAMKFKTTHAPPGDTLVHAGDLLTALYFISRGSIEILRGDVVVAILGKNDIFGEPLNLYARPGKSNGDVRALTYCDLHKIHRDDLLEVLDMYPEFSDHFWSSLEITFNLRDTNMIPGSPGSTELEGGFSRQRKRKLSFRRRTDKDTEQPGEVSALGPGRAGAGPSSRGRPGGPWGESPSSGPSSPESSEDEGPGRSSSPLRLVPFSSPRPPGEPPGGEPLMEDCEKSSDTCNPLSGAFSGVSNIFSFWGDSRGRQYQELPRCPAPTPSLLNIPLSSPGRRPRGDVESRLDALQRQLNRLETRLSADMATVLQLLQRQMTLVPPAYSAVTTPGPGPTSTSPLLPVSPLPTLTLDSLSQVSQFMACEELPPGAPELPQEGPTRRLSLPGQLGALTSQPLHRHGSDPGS
RGS4 inh = RGS4 inhibitors, primary screen, cell-based, HEK293 M3R inducible RGS4, calcium flux; Regulator of G-protein signaling 4 (Homo sapiens), P49798; Fluo-4 calcium flux; stronger effect = higher value; triggered by carbachol at its EC20; B-score at 10 µM; 0.45% of 310,000 active; AID 463165, 2010;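 active = B-score, a plate-corrected calcium signal, over three deviations above library mean, with baseline fluorescence within five deviations of library mean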;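 note: RGS4 expression induced by doxycycline in cells with stable M3 receptor; B-score is computed from the integrated fluorescence ratio over baseline after carbachol; higher B-score means a larger calcium signal and so more RGS4 inhibition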
KCNK3 block = human KCNK3 channel inhibitors, primary screen, CHO cells, FluxOR thallium flux, B-score | Potassium channel subfamily K member 3 (Homo sapiens), O14649 | FluxOR fluorescence; stronger effect = lower value | B-score at 10 µM | 0.84% of 340,000 active | AID 602410, 2012;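 active = B-score under library mean minus 4 SD, starting fluorescence ratio at most library mean plus 5 SD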;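 note: more negative B-score means stronger inhibition of thallium flux through KCNK3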
TMEM16A inh = TMEM16A chloride channel inhibitors, primary screen, cell-based, HTS | Anoctamin-1 (Mus musculus), Q8BHY3 | HEK293 TMEM16A/YFP iodide influx fluorescence, ionomycin | normalized B-score (activity score, 25-100; higher = stronger inhibition) at 10 µM | 1.2% of 310,000 active;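 active = ratio plate-corrected score three or more library SD toward inhibition, starting fluorescence score within five deviations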;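 note: score derived from kinetic fluorescence span divided by baseline fluorescence per well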
TMEM16A act = TMEM16A chloride channel activators or potentiators, primary screen, cell-based, HTS; B-score at 10 µM; HEK293 TMEM16A/YFP-H148Q/I152L, iodide quench fluorescence; stronger effect = lower value; 0.3% of 340,000 active;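 active = fluorescence-ratio B-score plate-corrected deviation score at least 3 library SD below zero, with starting fluorescence score within 5 deviations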;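 note: channel opened by trigger with iodide after compound preincubation; score built on the fluorescence ratio of max minus min over baseline; more negative score means more quench and so TMEM16A activation or potentiation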
SKKanGAS inh = S. pyogenes SKKanGAS growth inhibitors in kanamycin, primary screen, streptokinase expression inhibitor project, SKKanGAS strain, BacTiter-Glo luminescence. 6 h. inhibition, % at 7.5 µM. 1.3% of 300,000 active;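 active = mean replicate score, as percent of positive control median, at least 50; inconclusive = mean below 50 but one replicate at or above 50; inactive = mean and every replicate below 50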;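 note: strain carries kanamycin resistance gene driven by streptokinase promoter and grows in 40 µg/ml kanamycin; loss of luminescence reflects streptokinase promoter inhibition or plain growth inhibition; 0% = median of DMSO wells and 100% = positive control at its reference dose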
KCNQ1 inh = inhibitors of human KCNQ1 channel, primary screen, cell-based, thallium flux, high-throughput | 1.3% of 310,000 active | CHO-K1 KCNQ1, FluxOR thallium flux fluorescence; stronger effect = higher value | Potassium voltage-gated channel subfamily KQT member 1 (Homo sapiens), P51787 | B-score at 10 µM | AID 2642, 2010;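 active = compounds whose thallium flux B-score, printed positive for inhibition, exceeds three library SD while starting fluorescence stays within three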;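 note: channel opened by potassium depolarization with thallium stimulus after 20 min compound exposure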
Starred values were filed as active, the others as inactive; i = inactive; ? = inconclusive; nt = not tested or not shown.

SMILES	KCNK9 block	HDAC3 inhib	RGS4 pot	KCNQ1 act	hERG rescue	RGS4 inh	KCNK3 block	TMEM16A inh	TMEM16A act	SKKanGAS inh	KCNQ1 inh
CCOc1c(C)cnc2c1c(=O)n(Cc1cccc(Cl)c1)c(=O)n2C	i	2	i	i	-6	i	i	i	i	-3	i
Cc1ccc(N(C)C(=O)CN(C)S(=O)(=O)c2ccc3c(c2)n(C)c(=O)c(=O)n3C)cc1	i	-1	i	i	-4	i	i	i	i	-9	i
CCOC(=O)C(C)Sc1nnc(-c2ccccc2O)n1-c1ccc(C)cc1 (stereo not given)	i	-1	i	i	-10	i	i	i	i	2	i
CCC(=O)Nc1ccc(/C(C)=N/NC(=O)c2c(-c3ccccc3Cl)noc2C)cc1	i	7	i	i	-4	i	i	i	i	-1	i
CC(C)C(=O)Nc1cccc(C(=O)Nc2cc([N+](=O)[O-])ccc2Cl)c1	i	10	i	i	-3	i	i	i	i	-2	i
C=CCN1C=C2C(=O)C(C)(OC(=O)CCC(=O)OC)C(=O)C=C2C=C1C1CC1 (stereo not given)	i	2	i	i	-2	i	i	i	i	5	i
c1cncc(-c2cccnc2)c1	i	-13	i	i	-8	i	i	i	i	2	i
CCOc1ccc2c(c1)C(=O)C(=O)N2CC1COc2ccccc2O1 (stereo not given)	i	1	i	i	-2	i	i	i	i	1	i
COc1ccc(N(CC(=O)Nc2cccc(C(C)=O)c2)S(C)(=O)=O)cc1OC	i	2	i	i	-6	i	i	i	i	-4	i
O=c1[nH]c(Nc2ccccc2)cc2ccccc12	i	-2	i	i	-12	i	i	i	i	2	i
COc1ccc(NC(=O)Cn2cc(S(=O)(=O)Cc3ccccc3)c3ccccc32)c(OC)c1	i	2	i	i	-8	i	i	i	i	3	i
CCc1cccc(OCC(=O)Nc2ccc(C(=O)O)cc2NC(=O)COc2cccc(CC)c2)c1	i	?	i	i	-14	i	i	i	i	-4	i
Cc1ccc(CNC(=O)C2CCC(=O)N(CCc3ccc(Cl)cc3)C2)cc1 (stereo not given)	i	-8	i	i	-11	i	i	i	i	-21	i
CCCc1nnc(SCC(=O)NC2CC2)n1C	i	1	i	i	-6	i	i	i	i	3	i
COc1ccc(CN2CCC(C(=O)NCCc3ccc(OC)c(OC)c3)CC2)c(OC)c1	i	11	i	i	-4	i	i	i	i	-1	i
C#CCNC(=O)C1=C[C@@H](c2cn(C(C)=O)c3ccccc23)C[C@@H](OCCCCO)O1	i	-4	i	i	-7	i	i	i	i	6	i
COc1ccccc1-c1cc(C(=O)NC2CCCC2)no1	i	-10	i	i	-8	i	i	i	i	30	i
CC(C)(C)c1ccc(NC(=O)Nc2ccc(OCC(=O)N3CCOCC3)cc2)cc1	i	7	i	i	-24	i	i	i	i	2	i
c1ccc(-c2csc(-c3cccnc3)n2)cc1	i	-7	i	i	-1	i	i	i	i	0	i
O=S(=O)(Cc1ccc(Cl)cc1)Nc1ccc(Cl)cn1	i	1	i	i	-2	i	i	i	i	6	i

Quoted from above for reference:
SMILES	KCNK9 block	HDAC3 inhib	RGS4 pot	KCNQ1 act	hERG rescue	RGS4 inh	KCNK3 block	TMEM16A inh	TMEM16A act	SKKanGAS inh	KCNQ1 inh
COc1ccccc1-c1cc(C(=O)NC2CCCC2)no1	i	-10	i	i	-8	i	i	i	i	30	i
CC(C)(C)c1ccc(NC(=O)Nc2ccc(OCC(=O)N3CCOCC3)cc2)cc1	i	7	i	i	-24	i	i	i	i	2	i

Continued:
SMILES	KCNK9 block	HDAC3 inhib	RGS4 pot	KCNQ1 act	hERG rescue	RGS4 inh	KCNK3 block	TMEM16A inh	TMEM16A act	SKKanGAS inh	KCNQ1 inh
CCOc1cc(N2CCOCC2)c(OCC)cc1NC(=O)CN1C(=O)NC(Cc2ccccc2)C1=O (stereo not given)	i	1	i	i	-8	i	i	i	i	5	i
CC(C)C1C(=O)CC(c2ccccc2)NC1c1ccccc1 (stereo not given)	-11*	5	i	i	-5	i	i	i	i	7	i
CCO[C@H]1OC(C(=O)N2CCN(C)CC2)=C[C@@H](c2ccc(C(F)(F)F)cc2)[C@@H]1CCCO	i	0	i	i	-3	i	i	i	i	-2	i
COc1cc(NS(=O)(=O)c2ccc(NC(=O)COc3ccc(C)cc3C)cc2)nc(OC)n1	i	nt	i	i	-11	i	i	i	i	17	i
COc1ccc(C(=O)NCCn2cc(SCC(=O)NCC3CCCO3)c3ccccc32)cc1OC (stereo not given)	i	-4	i	i	-4	i	i	i	i	1	i
CCN(CC)CCNC(=S)NC(=O)c1cn(-c2ccccc2)nc1-c1ccc(OC)cc1	i	1	i	i	-8	i	i	i	i	-1	i
Cc1ccc(C)c(NC(=O)CSc2nc3ccc(N4C(=O)c5ccccc5C4=O)cc3s2)c1	i	4	i	i	-6	i	i	i	i	10	i
CCc1ccccc1NC(=S)N(Cc1cccs1)C1CCCC1	i	6	i	i	-28	i	i	i	i	8	i
Cc1scc(C(=O)NNC(=O)CCC(=O)O)c1C	i	1	i	i	-7	i	i	i	i	0	i
O=C(O)COc1ccc(C(=O)Cc2ccc3c(c2)OCCCO3)c(O)c1	i	?	i	i	-12	i	i	i	i	-9	i
CCC(=O)Nc1c(-c2ccc(C)cc2)nc2ccc(C)cn12	i	-6	i	i	-5	i	i	i	i	-3	i
CCc1c(-c2n[nH]c(=S)n2Cc2ccccc2)csc1C	i	6	i	i	-7	i	i	i	i	-13	i
CCCCN(C(=O)C(C)Oc1ccc(Br)cc1)c1c(N)n(Cc2ccccc2)c(=O)[nH]c1=O (stereo not given)	i	1	i	i	-10	i	i	i	i	-1	i
Cc1cccc(N2CCN(C(c3ccccc3)c3nnnn3CC3CCCO3)CC2)c1C (stereo not given)	i	8	i	i	-12	i	i	i	i	-3	6*
CCN(Cc1ccccc1)S(=O)(=O)c1ccc2c(c1)NC(=O)CS2	i	1	i	i	-10	i	i	i	i	-3	i
CCn1c(Cc2ccccc2)n[nH]c1=S	i	-3	i	i	-10	i	i	i	i	-6	i
CCOc1ccc2c(c1)-c1c(ssc1=S)C(C)(C)N2	i	2	i	i	-1	i	i	i	i	-18	i
O=C(c1cccnc1)N1CCN(S(=O)(=O)c2ccc(Cl)cc2)CC1	i	1	i	i	-4	i	i	i	i	-1	i
COc1ccc2cc(C#N)c(SCC(=O)N3CCCC3)nc2c1	i	-3	i	i	-2	i	i	i	i	-8	i
Cc1sc2ncnc(NCc3cccs3)c2c1C	i	-2	i	i	-25	i	i	i	i	1	i
Cc1ccccc1NC(=S)N(Cc1ccccc1)Cc1cccnc1	i	-3	i	i	-8	i	i	i	i	-2	i
CCc1ccc(NC(=O)C(=O)NCCN2CCN(C(=O)c3ccco3)CC2)cc1	i	-4	i	i	-8	i	i	i	i	7	i
CCOc1ccccc1NC(=O)Nc1cnccn1	i	-1	i	i	-10	i	i	i	i	2	i
CCCNC(=O)CN1C(=O)NC(CCSC)C1=O (stereo not given)	i	1	i	i	-7	i	i	i	i	-5	i
CC1Cc2ccccc2N1C(=O)Cc1cccs1 (stereo not given)	i	8	i	i	-10	i	i	i	i	3	i
CCOC(=O)c1[nH]c2ccccc2c1NC(=O)C(CC)CC	i	-12	i	i	-3	i	i	i	i	-2	i
Cc1nc2sc(C(c3cccc(F)c3)N3CCOCC3)c(O)n2n1 (stereo not given)	i	-1	i	i	-3	i	i	i	i	1	i
NC(=O)c1ccsc1NC(=O)COC(=O)/C=C/c1ccccc1	i	-3	i	i	-21	i	i	i	i	-2	i
COc1ccc(OC)c(NC(=O)C(=O)NCc2ccncc2)c1	i	-2	i	i	0	4.8*	i	i	i	3	i
COc1ccc(C2=NO[C@@H]3[C@@H]4C[C@@H]([C@H]5C(=O)N(c6ccc7c(c6)OCO7)C(=O)[C@@H]45)[C@H]23)cc1OC	i	-6	i	i	-6	i	i	i	i	-4	i
CCN(CC)Cc1ccc(OC)c(Cl)c1	i	-1	i	i	0	i	i	i	i	0	i
Cc1ccc(-n2c(SCC(=O)Nc3ccc4cn[nH]c4c3)nnc2-c2ccco2)cc1	i	0	i	i	-4	i	i	i	i	4	i
COc1ccc(/C=C/C(=O)OCC(=O)c2c(C)[nH]c3ccccc23)cc1OC	i	9	i	i	-3	i	i	i	i	12	i
Cn1c(=O)[nH]c(=O)c2c1nc(SCCN1CCCCC1)n2Cc1ccccc1	i	4	i	i	-6	i	i	i	i	0	i
CC1=C(C#N)C(C)C2=C(CC(C)(C)CC2=O)N1 (stereo not given)	i	-21	i	i	-6	i	i	i	i	-1	i
COc1cccc(OC)c1C(=O)N1CCN(Cc2ccccc2C(F)(F)F)CC1	i	-7	i	i	-6	i	i	i	i	2	i
Cc1ccc(S(=O)(=O)c2c(N)n(CCCO)c3nc4ccccc4nc23)cc1	i	-81	i	i	-4	i	i	i	i	-1	i
COc1ccc(Cn2nnnc2C(c2cccs2)N2CCN(c3ccc([N+](=O)[O-])cc3)CC2)cc1 (stereo not given)	i	-3	i	i	-4	i	i	i	i	2	i
O=C(O)c1cnc(-c2ccccc2)nc1-c1ccccc1	i	3	i	i	-7	i	i	i	i	7	i
CC(=O)N1CCN(c2ccc(Oc3ccc([N+](=O)[O-])c(C(F)(F)F)c3)cc2)CC1	i	5	i	i	-12	i	i	100*	i	-1	11*
COc1cc(NC(=O)CN2C(=O)COc3ccc(S(=O)(=O)N4CCCCC4)cc32)cc(OC)c1	i	7	i	i	-10	i	-8.8*	i	i	10	i
